# Bioassay records (PubChem)
# Dengue-2 NS5 capping – Dengue-2 NS5 methyltransferase inhibitors, primary screen, biochemical, confirmation dose response (AID 588689). Dengue-2 NS5 methyltransferase capping enzyme assay, biochemical; higher % means a stronger effect. inhibition, % at 25 µM; hits with a dose series show IC50 in µM. 340,000 tested, 0.3% active; in the data active = a potency from the dose series; inconclusive = inhibition above about 29% without an active follow-up result
# WT yeast gro inh – growth inhibition of WT yeast, mitochondrial fusion screen; mitochondrial fusion phenotypic screen, WT strain; 190,000 tested, 2.1% active; AID 1362; inhibition, % at 10 µM; in the data active = inhibition above about 58%; tested in S. cerevisiae
# K1F lysis inhibition – protection from phage-mediated lysis, alamar blue read-out – E. coli UTI89, K1F phage, bacterial capsule biogenesis inhibitors (AID 488966); E. coli UTI89 K1F phage lysis, alamar blue, 2 h; higher % means a stronger effect; inhibition, % at 100 µM, or IC50 in µM where a hit was titrated; 340,000 tested, 0.02% active;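 active = phage lysis inhibition, versus mean bacterial control, above a set limit; inconclusive = no clear call, values can overlap the other calls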;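 note: capsule biogenesis inhibitors block K1F phage lysis so surviving cells raise fluorescence; higher fluorescence means more inhibition of phage lysis; actives were called in the ten point dose series up to 300 µM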
# Autophagy HCS – modulators of autophagy. MEF GFP-LC3 puncta imaging; test concentration mostly 10 µM. calls only at 10 µM (by protocol). 190,000 tested, 0.98% active. AID 463193;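 active = percentage of spot-positive cells more than 3 SD above its plate mean, without a fluorescence outlier flag or 80% toxicity; inconclusive = no clear call, values can overlap the other calls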;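 note: spot-positive cell cutoff set from DMSO-treated cells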
# RSV CPE inhibition – inhibition of RSV-induced cytopathic effect – HEp-2 cells, primary 10 µM value included (AID 2391); 310,000 tested, 0.13% active; CPE inhibition, % at 10 µM, or IC50 in µM where a hit was titrated; HEp-2 cells, RSV-induced CPE inhibition; higher % means a stronger effect; in the data active = a potency from the dose series; inconclusive = CPE inhibition mostly from about 23% at the one dose, without a potency; inactive = the rest, 99 in 100 with CPE inhibition below about 21%; note: strong numbers were not always called active
# AID2073 – inhibitors of Mint1-CaV2.2 protein interaction, biochemical, HTRF (AID 2073); HTRF protein-protein interaction, Mint1-CaV2.2; higher % means a stronger effect; one-dose inhibition, % at 20 µM; IC50 in µM for titrated hits; 290,000 tested, 0.19% active; in the data active = inhibition mostly above about 51%, no sharp cut-off; inconclusive = no clear call, values can overlap the other calls; inactive = mostly below about 53%; note: some results filed as inactive read as strong as hits
# NTR1 agonist – agonists of NTR1, primary screen, imaging, U2OS cells, beta-arrestin-GFP, high content (AID 493036); NTR1-U2OS beta-arrestin-GFP spot imaging, agonist mode; 330,000 tested, 0.17% active; P30989; activation, % at 20 µM;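 active = activation at or above 40% of the spot to cytoplasm intensity ratio, with at least 20 cells analyzed; inconclusive = wells under 20 cells, flagged as cytotoxic or low count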;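 note: 0% = DMSO without peptide and 100% = 100 nM NTR1 peptide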
# Target sequence (P30989 whole entry, looked up): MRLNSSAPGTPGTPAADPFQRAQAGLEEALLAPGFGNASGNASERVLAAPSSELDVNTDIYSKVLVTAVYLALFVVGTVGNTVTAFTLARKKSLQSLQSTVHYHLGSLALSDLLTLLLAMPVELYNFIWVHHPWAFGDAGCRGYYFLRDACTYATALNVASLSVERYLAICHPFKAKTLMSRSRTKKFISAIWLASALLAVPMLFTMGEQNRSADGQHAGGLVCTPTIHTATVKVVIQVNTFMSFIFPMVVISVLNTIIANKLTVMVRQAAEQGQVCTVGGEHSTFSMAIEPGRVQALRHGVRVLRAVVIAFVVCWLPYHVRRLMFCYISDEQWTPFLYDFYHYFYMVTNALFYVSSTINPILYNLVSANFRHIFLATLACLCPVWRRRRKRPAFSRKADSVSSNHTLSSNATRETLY
# GPR35 arrestin U2OS – inhibition of zaprinast-stimulated GPR35 beta-arrestin translocation – imaging, U2OS, beta-arrestin-GFP, zaprinast agonist, primary screen (AID 2058). U2OS GPR35 beta-arrestin-GFP translocation imaging, zaprinast antagonism; higher % means a stronger effect. inhibition, % at 10 µM, or IC50 in µM where a hit was titrated. 290,000 tested, 0.052% active;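 active = inhibition of at least 50% with at least 30 cells and total cytoplasm GFP at most 10,000,000; inconclusive = under 30 cells or total GFP of 10,000,000 plus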
# LYP inhibition – PTPN22 lymphoid phosphatase activity blockers – biochemical, fluorescence intensity, uHTS (AID 1779) | recombinant LYP phosphatase, fluorescence intensity; higher % means a stronger effect | one-dose inhibition, % at 11.5 µM; IC50 in µM for titrated hits | 290,000 tested, 0.054% active; in the data active = inhibition above about 50%;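 note: plate controls were vehicle with enzyme for no effect and no enzyme for full effect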
# WT yeast gro inh mutant strain – recorded beside WT yeast gro inh, whose call it bears; inhibition, %; mitochondrial fusion phenotypic screen, mutant strain inhibition
# Autophagy HCS cell loss 18 h – further read-out of Autophagy HCS, marked with its call; toxicity, %; measured here: cell loss, nuclei count;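 cell loss after 18 h compound exposure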
# NTR1 agonist cell count 20 µM – second read-out of NTR1 agonist, no call of its own (marks repeat the call); cell count; measured here: cell count, cytotoxicity flag
# Starred values were filed as active, the others as inactive; i = inactive; ? = inconclusive; . = not tested or not shown; [ ] = dose if it differs, or a comment.
SMILES,Dengue-2 NS5 capping,WT yeast gro inh,WT yeast gro inh mutant strain,K1F lysis inhibition,Autophagy HCS,Autophagy HCS cell loss 18 h,RSV CPE inhibition,AID2073,NTR1 agonist,NTR1 agonist cell count 20 µM,GPR35 arrestin U2OS,LYP inhibition
COc1ccc(CN2CCNC(=O)C2CC(=O)NC2CCCC2)c(C)c1C (stereo not given),-5%,.,.,-0.1%,.,.,0.9%,7%,-1.0,40,7%,-6%
Cc1ccc(C2(c3noc(CN4CCC(c5ccncc5)CC4)n3)CCCC2)cc1,-6%,49,19,0.0%,i,2,4.5%,2%,2.5,85,-5%,7%
CC/C(C)=N/Nc1cccc([N+](=O)[O-])c1,-3%,67*,53*,3.7%,i,14,2.1%,4%,-0.3,89,-4%,-5%
Cc1noc(C)c1COC(=O)c1ccc(S(=O)(=O)N2CCCCC2)cc1,-5%,8,-20,-0.1%,i,2,-1.5%,-14%,-0.3,62,13%,-4%
O=C(C1CC1)N1CCc2cc(S(=O)(=O)NCCCN3CCCCC3)ccc21,-10%,.,.,0.1%,.,.,-2.6%,18%,0.0,63,-1%,-8%
CC(C)[C@H](NC(=O)c1ccccc1F)C(=O)Nc1nc2c(s1)CCCC2,-7%,10,2,0.4%,i,-7,6.9%,-5%,-0.8,105,-6%,-3%
COCCn1nnnc1CN(Cc1ccco1)Cc1cc2cc3c(cc2[nH]c1=O)OCO3,9%,10,-10,3.1%,i,7,-1.0%,12%,-0.2,70,3%,-2%
Cc1ccc(C)c(NC(=O)C2CC=CCC2C(=O)O)c1 (stereo not given),-6%,0,-1,-1.6%,i,-5,1.1%,27%,-0.4,43,8%,-12%
Cc1ccc(NC(=O)COC(=O)C2C3CC4OC(=O)C2C4C3)cc1Cl (stereo not given),-3%,.,.,-0.3%,.,.,1.8%,-4%,-0.3,61,-18%,-6%
COCCOc1ccc(C(F)(F)F)cc1N,-14%,5,-8,0.3%,i,-11,0.0%,13%,1.7,44,15%,-8%
COc1cc2cc(CN(CCc3cccc(C)c3)C(=S)NCCCN(C)C)c(=O)[nH]c2cc1OC,-1%,-12,15,6.3%,i,6,-0.3%,-8%,19,60,11%,2%
O=C(NCc1cccc(Cl)c1)c1cnn2c1NC(c1ccco1)CC2C(F)(F)F (stereo not given),-10%,5,5,-0.7%,i,0,2.7%,-5%,2.4,74,-10%,-3%
O=C(CCc1ccccc1)NNC(=O)c1ccco1,-12%,-5,-17,0.1%,i,12,0.2%,-3%,-2.2,80,5%,-11%
c1ccc(OCCSc2nnc3sc4ccccc4n23)cc1,1%,-7,3,-0.2%,i,-2,9.4%,1%,1.6,50,-1%,-8%
CCCCOc1ccc(CSc2ncn[nH]2)cc1,-2%,-11,0,-1.2%,i,-1,-0.6%,-12%,5.9,49,3%,5%
Nc1nc(-c2ccco2)nn1C(=O)c1ccc([N+](=O)[O-])cc1,-8%,-14,5,-1.4%,i,-3,0.5%,3%,-0.5,98,0%,-5%
CN(C(=O)c1cnc2n(c1=O)CCS2)C1CCCCC1,-1%,-6,4,1.3%,i,6,0.6%,8%,0.9,63,13%,-7%
O=C(O)c1cc(S(=O)(=O)Nc2ccc3c(c2)OCCO3)c(Cl)cc1Cl,0%,12,4,-2.4%,i,-11,-0.1%,4%,1.1,59,11%,-7%
C/C=C/c1ccc(OCC(=O)OCc2csc(Nc3ccc(C)cc3)n2)c(OC)c1,-2%,56,40,0.1%[50 µM],i,-3,1.3%,1%,4.9,82,2%,6%
Cc1nc(CC(=O)c2c(C)cc(O)cc2O)cs1,0%,5,-18,2.7%[50 µM],i,1,2.1%,17%,0.6,58,13%,-7%
CC(C)CN(C(=O)COC(=O)c1ccc(C#N)cc1)C1CCS(=O)(=O)C1 (stereo not given),0%,.,.,0.6%[50 µM],.,.,-0.3%,.,-0.1,80,.,.
CC(=O)c1cccc(NC(=O)C2=CC(c3cccs3)=NS(=O)(=O)N2C)c1,-6%,.,.,3.0%,.,.,1.2%,2%,0.3,66,6%,-7%
O=C(NNc1nc2c(F)cccc2s1)c1ccccc1,2%,-3,-11,-0.1%,i,1,6.7%,-5%,0.2,53,-12%,0%
Cc1sc2nc(SCC(=O)OC(C)C)n(C)c(=O)c2c1C,5%,7,-1,0.1%,i,-12,.,-2%,.,.,-2%,-4%
COc1cccc(-n2nnnc2SCC(=O)NCCc2ccccc2)c1,-1%,9,0,-1.1%,i,-5,1.1%,-2%,-0.6,40,-1%,-2%
SMILES,Dengue-2 NS5 capping,WT yeast gro inh,WT yeast gro inh mutant strain,K1F lysis inhibition,Autophagy HCS,Autophagy HCS cell loss 18 h,RSV CPE inhibition,AID2073,NTR1 agonist,NTR1 agonist cell count 20 µM,GPR35 arrestin U2OS,LYP inhibition
O=C(NCc1ccc(F)cc1)Nc1cccc([N+](=O)[O-])c1,-8%,2,-3,-1.2%,i,22,3.6%,2%,1.4,46,2%,-3%
COc1cc(OC)cc(C(=O)N2CC(=O)Nc3ccccc32)c1,-5%,.,.,-2.9%,.,.,0.6%,-9%,1.4,53,2%,-9%
NS(=O)(=O)c1ccc(NNC(=O)c2sccc2Cl)cc1,1%,.,.,-0.3%,.,.,1.4%,-51%,-0.6,51,12%,-5%
COCCN1Cc2cccc(C(=O)N3CCN(c4ccccc4)CC3)c2C1=O,-6%,-10,-9,-0.1%,i,9,1.4%,13%,-0.9,86,3%,-2%
Cc1cc(Cl)c(S(=O)(=O)N2CCCCCC2)cc1OCC(=O)NC1CCCCC1,-3%,24,-3,-0.2%,i,10,0.4%,5%,2.8,90,9%,0%
CC(=O)N1CCN(c2nnc(-c3ccccc3)c3ccccc23)CC1,-2%,.,.,0.2%,.,.,1.8%,9%,-0.3,103,2%,-2%
CCOC(=O)/C(C#N)=N/Nc1ccc(S(=O)(=O)N2CCc3ccccc32)cc1,-4%,25,4,4.7%,i,4,19%,21%,2.0,47,7%,6%
CC1Cc2ccccc2N1C(=O)CO/N=C/c1ccc(OC(F)F)cc1 (stereo not given),-3%,22,-10,4.8%,i,-48,?,4%,-0.7,66,-10%,-6%
CCC(=O)NC1=C(NC(C)c2ccccc2)C(=O)c2ccccc2C1=O (stereo not given),-2%,14,5,0.6%,i,43,1.0%,29%,-1.1,54,-11%,0%
CCn1c(COc2ccc3c(c2)CCCC3)nnc1SCC(=O)Nc1nccs1,-4%,-10,-8,3.9%,i,-1,2.0%,15%,-0.4,71,1%,-4%
CS(=O)(=O)N(CC(=O)Nc1cc(Cl)ccc1Cl)c1ccccc1Cl,0%,12,18,-0.8%,i,-7,3.4%,-1%,1.2,81,-2%,-3%
C=CCNC(=S)N1CCN(C2CCCCC2)CC1,-9%,.,.,-0.1%,.,.,-1.4%,-6%,-0.8,69,-11%,-9%
Cc1cc(C)n(-c2nc(SCC(=O)O)c3c4c(sc3n2)CCCC4)n1,.,.,.,.,.,.,0.9%,28%,1.8,53,-15%,0%
CC(OC(=O)c1ccccc1C(=O)N(C)C1CCCCC1)C(=O)NC1(C#N)CCCCC1 (stereo not given),-5%,.,.,0.2%[50 µM],.,.,-0.5%,.,-0.1,90,.,.
COc1ccc(Cl)cc1NC(=O)CN1CCN(C(=O)N2CCOCC2)CC1,-7%,.,.,-0.7%[50 µM],.,.,1.5%,29%,-0.4,50,-2%,-2%
COc1ccc(-c2ccc(=O)n(Cc3ccccc3)n2)cc1,-1%,.,.,0.1%,.,.,8.7%,25%,0.2,60,-4%,-8%
COc1cc(-c2cc(C(=O)NCc3ccco3)c3ccccc3n2)cc(OC)c1OC,-7%,.,.,-0.3%,.,.,2.5%,11%,1.8,51,-4%,-4%
COc1ccc(C(=O)Nc2ccc3[nH]ncc3c2)cc1OC,-8%,.,.,0.0%,.,.,1.5%,0%,1.3,46,14%,-2%

# 11 structures already listed, arranged by length of the SMILES, smallest number first:
SMILES,Dengue-2 NS5 capping,WT yeast gro inh,WT yeast gro inh mutant strain,K1F lysis inhibition,Autophagy HCS,Autophagy HCS cell loss 18 h,RSV CPE inhibition,AID2073,NTR1 agonist,NTR1 agonist cell count 20 µM,GPR35 arrestin U2OS,LYP inhibition
C=CCNC(=S)N1CCN(C2CCCCC2)CC1,-9%,.,.,-0.1%,.,.,-1.4%,-6%,-0.8,69,-11%,-9%
O=C(CCc1ccccc1)NNC(=O)c1ccco1,-12%,-5,-17,0.1%,i,12,0.2%,-3%,-2.2,80,5%,-11%
c1ccc(OCCSc2nnc3sc4ccccc4n23)cc1,1%,-7,3,-0.2%,i,-2,9.4%,1%,1.6,50,-1%,-8%
Cc1ccc(C)c(NC(=O)C2CC=CCC2C(=O)O)c1 (stereo not given),-6%,0,-1,-1.6%,i,-5,1.1%,27%,-0.4,43,8%,-12%
COc1ccc(-c2ccc(=O)n(Cc3ccccc3)n2)cc1,-1%,.,.,0.1%,.,.,8.7%,25%,0.2,60,-4%,-8%
COc1cccc(-n2nnnc2SCC(=O)NCCc2ccccc2)c1,-1%,9,0,-1.1%,i,-5,1.1%,-2%,-0.6,40,-1%,-2%
COc1ccc(CN2CCNC(=O)C2CC(=O)NC2CCCC2)c(C)c1C (stereo not given),-5%,.,.,-0.1%,.,.,0.9%,7%,-1.0,40,7%,-6%
CCC(=O)NC1=C(NC(C)c2ccccc2)C(=O)c2ccccc2C1=O (stereo not given),-2%,14,5,0.6%,i,43,1.0%,29%,-1.1,54,-11%,0%
COc1cc(-c2cc(C(=O)NCc3ccco3)c3ccccc3n2)cc(OC)c1OC,-7%,.,.,-0.3%,.,.,2.5%,11%,1.8,51,-4%,-4%
CCOC(=O)/C(C#N)=N/Nc1ccc(S(=O)(=O)N2CCc3ccccc32)cc1,-4%,25,4,4.7%,i,4,19%,21%,2.0,47,7%,6%
CC(OC(=O)c1ccccc1C(=O)N(C)C1CCCCC1)C(=O)NC1(C#N)CCCCC1 (stereo not given),-5%,.,.,0.2%[50 µM],.,.,-0.5%,.,-0.1,90,.,.
